FXIa inh 1536: human FXIa protease inhibitors, primary screen, biochemical, 1536-well; 220,000 tested, 0.14% active; purified FXIa, Boc-Glu-Ala-Arg-AMC fluorogenic substrate; inhibition, % at 5 µM;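 active = inhibition of at least 40%; inactive = inhibition below 40%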;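 note: fluorescence of freed AMC excited at 355 nm; 0% = enzyme without compound and 100% = no enzyme blank; many of its hits are not listed in these tables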
Hck Nef HTS: inhibitors of Nef-activated human Hck kinase, primary screen, biochemical, Z-Lyte FRET, 384-well, Hck-YEEI; Recombinant Hck-YEEI plus Nef, Z-Lyte FRET kinase assay; inhibition, % at 20 µM; 220,000 tested, 0.68% active; AID 463187, 2010;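 active = Hck-Nef kinase inhibition above about 50%, limit read from the data; inactive = inhibition below that limit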;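 note: 0% = DMSO with Hck plus Nef and 100% = Hck alone without Nef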
zVAD death inh: inhibitors of zVAD-triggered necroptosis, primary screen, L929 cells; viability rescue, % at 10 µM; L929 zVAD necroptosis rescue, ATP luminescence, 24 h; with zVAD 60 µM; 220,000 tested, 0.38% active;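 active = activation, scaled between plate controls, above about 75%, limit read from the data; inactive = activation under that limit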;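 note: 0% = zVAD with DMSO and 100% = DMSO alone without zVAD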
Rad51 HR inh: human RAD51 strand exchange inhibitors, primary screen, biochemical, fluorescence; DNA repair protein RAD51 homolog 1 (Homo sapiens), Q06609; hRad51 DNA strand exchange, fluorescence dequenching; AID 1385, 2008; 200,000 tested, 0.085% active; inhibition, % at 10 µM;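 active = inhibition above 40% at the single screening dose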;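 note: 0% = DMSO control wells and 100% = blanks with heterologous ssDNA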
Target sequence (Q06609 whole entry, looked up): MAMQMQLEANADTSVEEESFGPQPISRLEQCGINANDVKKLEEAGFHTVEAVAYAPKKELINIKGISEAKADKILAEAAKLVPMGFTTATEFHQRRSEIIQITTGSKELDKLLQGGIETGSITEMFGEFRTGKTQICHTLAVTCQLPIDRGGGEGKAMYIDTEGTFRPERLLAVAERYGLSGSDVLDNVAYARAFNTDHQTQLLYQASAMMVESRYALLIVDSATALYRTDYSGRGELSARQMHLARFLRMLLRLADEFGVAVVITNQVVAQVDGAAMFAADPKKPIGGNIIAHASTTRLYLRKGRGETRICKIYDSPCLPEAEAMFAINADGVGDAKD
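Material: Human Rad51 nucleoprotein filaments preassembled on unlabelled ssDNA | Also added: Labelled 47-mer dsDNA for strand exchange | Dosing: Single dose, 10 µM final compound | Schedule: 30-min compound preincubation and 15-min exchange, both room temperature | Technique: Fluorescence dequenching at 485/520 nm | Measure: Percent inhibition relative to plate controls and blanks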
FXIIa inh: human FXIIa protease inhibitors, primary screen, biochemical, 1536-well. Coagulation factor XII (Homo sapiens), P00748. purified FXIIa, Boc-QGR-AMC fluorogenic substrate, 2 h. inhibition, % at 5 µM. 220,000 tested, 0.3% active. AID 800, 2007; in the data active = inhibition above about 40%;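 note: 0% = enzyme with no compound and 100% = blank without enzyme; many of its hits are not listed in these tables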
Target sequence (P00748 20-372 limits assumed): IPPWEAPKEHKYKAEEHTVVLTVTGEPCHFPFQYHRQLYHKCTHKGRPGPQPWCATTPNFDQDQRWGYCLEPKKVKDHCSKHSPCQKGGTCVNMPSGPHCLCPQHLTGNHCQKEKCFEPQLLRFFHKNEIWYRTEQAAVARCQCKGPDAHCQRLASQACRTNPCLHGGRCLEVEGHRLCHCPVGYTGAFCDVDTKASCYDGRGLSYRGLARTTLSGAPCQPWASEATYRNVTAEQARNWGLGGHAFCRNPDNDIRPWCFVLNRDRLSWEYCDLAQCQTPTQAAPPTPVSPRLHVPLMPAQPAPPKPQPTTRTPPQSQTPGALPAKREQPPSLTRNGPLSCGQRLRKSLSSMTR
Target sequence (P00748 373-615 limits assumed): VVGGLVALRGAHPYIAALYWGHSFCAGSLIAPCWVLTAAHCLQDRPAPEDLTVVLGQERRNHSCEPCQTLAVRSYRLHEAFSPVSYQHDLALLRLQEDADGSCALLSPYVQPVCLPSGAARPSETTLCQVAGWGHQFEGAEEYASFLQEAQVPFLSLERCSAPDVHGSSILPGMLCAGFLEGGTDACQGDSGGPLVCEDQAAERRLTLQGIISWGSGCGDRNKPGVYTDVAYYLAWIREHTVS
TNF necrop inh: inhibitors of TNF-alpha triggered necroptosis, primary screen, cell-based, Jurkat FADD-/-, single concentration | Jurkat FADD-/- TNF necroptosis rescue, ATP luminescence, 24 h; 0 = TNF only, 100 = no-TNF cells | activation (protection from cell death), % at 10 µM | 220,000 tested, 0.068% active | AID 463075, 2010;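 active = activation, meaning protection from cell death, of at least 50% relative to plate controls; inactive = activation below 50%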;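 note: necroptosis triggered by 40 ng/mL TNF-alpha added together with compound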
KCC2 mod: KCC2 cotransporter modulators, thallium flux, primary screen, cell-based, HEK293 KCC2, FluoZin-2 fluorescence, MLSMR; Solute carrier family 12 member 5 (Homo sapiens), Q9H2X9; KCC2 cells, thallium flux FluoZin-2 fluorescence; B-score of Tl+ flux slope (higher = more flux/activation; lower = inhibition) at 10 µM; 190,000 tested, 2.2% active; AID 1456, 2008;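 active = thallium flux slope and its plate-corrected score both differing from the plate sample mean at a set confidence after two filtering rounds, in either direction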;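 note: slope of fluorescence scaled to starting intensity during 10 to 20 s after thallium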
hK5 inh: human KLK5 protease inhibitors, primary screen, biochemical, 1536-well | Kallikrein-5 (Homo sapiens), Q9Y337 | recombinant hK5, fluorogenic AMC substrate cleavage | inhibition, % at 5 µM | 210,000 tested, 0.59% active;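 active = inhibition of 40% or more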;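 note: 0% = enzyme controls without compound and 100% = no-enzyme blanks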
thrombin 1536: human alpha-thrombin inhibitors, primary screen, counter-screen for coagulation protease inhibitor project, biochemical, 1536-well, fluorogenic AMC substrate; Prothrombin (Homo sapiens), P00734; Boc-VPR-AMC fluorogenic substrate cleavage; inhibition, % at 5 µM; 220,000 tested, 0.26% active; AID 1046, 2008;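 active = inhibition at or above 40%; inactive = inhibition below 40%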;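 note: 0% = enzyme with no compound and 100% = wells without enzyme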
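Test system: human alpha-thrombin; medium: pH 7.5 Tris-saline with Tween 20; times: reaction at room temperature; signal: AMC fluorescence at 355 nm excitation and 460 nm emission; also added: Boc-VPR-AMC substrate, 15 µM final; dosing: one concentration per compound, 5 µM, with 0.2% DMSO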
* hit, by the source's call; / = no result given. These rows are one share of the data; the hit share may differ from the screen's.

SMILES	FXIa inh 1536	Hck Nef HTS	zVAD death inh	Rad51 HR inh	FXIIa inh	TNF necrop inh	KCC2 mod	hK5 inh	thrombin 1536
CSc1nc2ccc(S(=O)(=O)NC3CCCCC3)cc2s1	2	1	0.3	/	7	1.0	/	9	8
O=C(O)/C=C/c1ccc(S(=O)(=O)N(CCO)CCO)cc1	-1	32	3.9	-8	14	0.2	0.1	5	-4
Cc1cccc(C)c1NC(=O)C(Cl)=C(Cl)Cl	6	19	-0.5	-13	23	-3.4	-0.12	17	16
N=C1/C(=C\c2ccc(OC(=O)c3ccco3)cc2)C(=O)N=C2SC=NN12	34	27	0.6	-8	30	1.1	-1.4	58*	21
CCOc1cccc(-c2nc(C(N)=O)c3[nH]c(=O)n(-c4cccc(Cl)c4)c3n2)c1O	7	19	1.0	3	24	0.6	-0.037	-2	2
CCn1ncc(/C=C/C(=O)NCc2cn(C)nc2C)c1C	3	-2	0.1	-7	17	-1.0	0.4	1	-3
COCCn1c(=S)[nH]c2cc(C(=O)NC(C)C)ccc2c1=O	-8	-1	0.2	-5	-4	-0.6	0.96	4	5
CCOc1ccc(Cl)cc1CSc1n[nH]c(CC)n1	4	1	0.0	-9	6	-1.8	0.69	6	-1
O=C(Nc1cccc2ccccc12)N1N=CCC1c1ccccc1 (stereo not drawn)	2	-3	-0.3	-11	17	64*	-0.6	13	7
COc1cccc(/C=N/NC(=O)c2c(-c3ccccc3)noc2C)c1O	3	-2	2.0	-2	2	-16	/	2	2
O=C(C1CCN(c2nnc(-n3cccc3)s2)CC1)N1CCN(c2cccc(C(F)(F)F)c2)CC1	-2	1	0.8	9	8	-2.7	/	3	0
CCOC(=O)c1sc2nc(CC(=O)OC)nc(NCC(=O)OC)c2c1C	3	0	0.4	-5	12	1.4	0.87	-9	0
CNC(=S)N1CCc2ccccc2C1	7	3	1.7	6	3	1.8	-0.48	-5	1
CCOc1ccc(OCC)c(NC(=O)C2COc3ccccc3O2)c1 (stereo not drawn)	0	-1	0.5	-2	10	1.1	/	3	-4
O=C(O)c1ccc2c(c1)C(=O)N(c1ccc(Cl)cn1)C2=O	-7	2	-1.0	-5	-2	1.4	-0.005	-36	-9

Shown with two lines to a compound: part of the list above
The line under a structure holds: FXIa inh 1536 | Hck Nef HTS | zVAD death inh | Rad51 HR inh | FXIIa inh | TNF necrop inh | KCC2 mod | hK5 inh | thrombin 1536
- CSc1nc2ccc(S(=O)(=O)NC3CCCCC3)cc2s1
    2 | 1 | 0.3 | / | 7 | 1.0 | / | 9 | 8
- O=C(O)/C=C/c1ccc(S(=O)(=O)N(CCO)CCO)cc1
    -1 | 32 | 3.9 | -8 | 14 | 0.2 | 0.1 | 5 | -4

Returning to the listing; the three compounds before the break are reprinted first.
SMILES	FXIa inh 1536	Hck Nef HTS	zVAD death inh	Rad51 HR inh	FXIIa inh	TNF necrop inh	KCC2 mod	hK5 inh	thrombin 1536
CNC(=S)N1CCc2ccccc2C1	7	3	1.7	6	3	1.8	-0.48	-5	1
CCOc1ccc(OCC)c(NC(=O)C2COc3ccccc3O2)c1 (stereo not drawn)	0	-1	0.5	-2	10	1.1	/	3	-4
O=C(O)c1ccc2c(c1)C(=O)N(c1ccc(Cl)cn1)C2=O	-7	2	-1.0	-5	-2	1.4	-0.005	-36	-9
CC1(C)N=C(c2cccs2)C(C)(C)N1O	3	-1	0.0	-2	8	-0.6	-0.12	6	-2
COC(=O)c1sc(S(=O)(=O)N2CCC(C)CC2)c(C(=O)OC)c1C	1	1	-0.3	-1	14	0.3	0.12	5	0
O=C(CCCCCN1C(=O)CCC1=O)Nc1ccc(Cl)c(C(F)(F)F)c1	0	1	-0.2	1	-7	0.8	0.44	-29	-13
Cc1ccc(OCC(=O)Nc2ccc3c(c2)nc(CCN2CCOCC2)n3C)cc1	3	4	-0.1	-6	22	-0.3	-0.76	-12	3
Cc1ccc(C)c(NC(=S)NCCN(C2CCCCC2)C2CCCC2)c1	2	16	-1.5	-9	11	0.0	-0.87	9	-11
Cc1cc(N2CCOCC2)nc(SCc2c(Cl)cccc2Cl)n1	7	0	0.0	/	11	1.3	-1.4	1	5
O=C(Nc1nccs1)c1cc(-c2ccncc2)nc2ccccc12	-3	11	0.9	3	-8	-1.0	-0.23	-8	-15
Cc1onc(-c2c(Cl)cccc2Cl)c1C(N)=O	-13	-2	1.8	8	-2	0.2	0.56	-1	-8
C=CCn1c(-c2c(C)nc3cc(C)ccn23)n[nH]c1=S	5	4	0.7	-19	8	0.2	0.29	-12	-5
CCNc1nc(NC(C)C)nc(N(C#N)CC(=O)OC)n1	-6	19	7.8	12	1	1.6	-0.56	-3	9
O=C(CCCOc1ccc(Cl)cc1Cl)Nc1ccncc1	-6	-2	0.1	12	11	-9.0	-1.3	-15	-3
COCCC1CCCCN1Cc1cn(-c2ccccc2)nc1-c1ccc2c(c1)OCO2 (stereo not drawn)	-5	5	-0.6	/	0	2.1	-0.41	/	-2
Cc1ccc(C(=O)Oc2coc(CSc3nnc(NC(=O)c4cccs4)s3)cc2=O)cc1C	8	9	-0.8	-8	10	-1.2	1.4	-12	-7
COc1ccc(CCNC(=O)CN(C2CCCCC2)S(C)(=O)=O)cc1	0	-1	1.4	3	14	0.3	0.11	-6	-6
COc1cccc(-c2cc(C(=O)Nc3ccn(Cc4ccc(C)cc4)n3)no2)c1	4	23	1.6	-2	5	1.4	0.17	-20	0
O=C1CCCS(=O)(=O)c2ccccc21	-5	-8	0.4	7	2	-0.4	1.3	-5	-3
CCOc1ccc(Oc2c(/C=N/NC(=O)C3CC3)c(C)nn2-c2ccccc2)cc1	3	0	1.1	/	4	2.3	-0.94	-22	-3
O=C1C2C(C(=O)N1/N=C/c1cc([N+](=O)[O-])ccc1O)C1C=CC2C12CC2 (stereo not drawn)	-4	0	-0.1	3	9	-1.4	0.18	-5	0
CSc1cccc(NC(=O)CSc2ccccc2)c1	4	7	-0.4	1	8	1.0	-0.53	-4	-1
CCOC(=O)C1CCN(C(=O)Nc2ccc(OC)c(OC)c2)CC1	-5	-1	0.2	-3	7	-0.5	-1.6	3	-8
CC(C)(C)N1C(=O)c2ccc(C(=O)O)cc2C1=O	-6	5	1.6	-1	7	0.3	/	0	-5
Cc1cccc2sc(NNC(=O)c3ccc(S(=O)(=O)N4CCc5ccccc5C4)cc3)nc12	7	-10	/	/	10	-15	-0.57	-20	0
CCc1nnc(NC(=O)C(CC)CC)s1	2	19	0.5	30	7	0.9	0.73	7	2
C/C(=N/OC(=O)c1c(-c2c(Cl)cccc2Cl)noc1C)c1cnccn1	-5	-9	-0.3	/	3	-0.8	-2.9	/	-9
Cc1ccc(-c2nnc3c4ccccc4c(C)nn23)cc1NC(=O)c1ccco1	/	1	0.2	/	/	-3.1	2.1	/	/
Cn1c(N)c(C(=O)COC(=O)CC2CC3CCC2C3)c(=O)n(C)c1=O (stereo not drawn)	-5	25	2.4	3	-5	1.3	0.2	-7	-9
CN(C)C(=O)CSc1nnc(CCN)o1	6	0	-0.5	-4	10	0.4	/	-9	-1
COc1cc([N+](=O)[O-])c2nccnc2c1	-1	0	8.4	10	11	0.7	0.26	3	0
CCOCCCNC(=O)C(c1ccc(C)cc1)N(Cc1ccc2c(c1)OCO2)C(=O)CNC(C)=O (stereo not drawn)	4	1	-0.3	-8	8	-1.8	-0.31	-21	1
CC(=O)c1nc(N2C(=O)CC(Cc3ccc(C)cc3)C2=O)sc1C (stereo not drawn)	6	2	1.3	-3	9	2.0	-1.2	-8	-11
Nc1cccc(CN2CCCC2)c1	0	2	-0.3	26	12	-0.1	0.27	4	5
CCOc1ccc(C(Nc2ccc(C)cc2)P2(=O)OCC(C)(C)CO2)cc1 (stereo not drawn)	3	-1	-0.5	-5	16	-1.0	-0.33	6	1
Cc1ccc(NC(=O)c2ccccc2NS(=O)(=O)c2ccc(F)cc2)cc1S(=O)(=O)N1CCCCC1	7	5	0.6	12	8	-1.0	0.085	-22	-4
c1ccc(CNn2nnnc2-c2ccccc2)cc1	1	5	-0.7	-3	5	-2.0	-0.18	-17	-3
COc1ccccc1C(=O)OCCCN=C1NS(=O)(=O)c2ccccc21	-1	23	-1.9	-12	6	0.6	0.43	2	-21
CCOc1ccc(OCCCN(C)C)cc1	-4	2	-0.2	1	9	0.4	0.43	-6	2
COc1cc(C(=O)NCc2ccco2)c(Br)c(OC)c1OC	3	7	0.0	-2	-3	0.5	/	4	-11
CC(C)(C)c1nnc(NC(=O)Cc2ccc(Br)cc2)s1	5	2	69	-6	13	4.5	0.83	-17	2
CC(C)(C)C1=Nn2c(nnc2-c2ccccc2F)SC1	4	4	-0.3	-1	10	-5.0	0.11	-2	3
O=C1CC(N2CCCc3ccccc32)C(=O)N1c1ccccc1 (stereo not drawn)	1	0	-0.1	-10	6	0.3	-0.096	0	-1
COc1cc(/C=N/Nc2ncc(C(F)(F)F)cc2Cl)cc(OC)c1OC	0	0	4.9	-3	11	3.1	0.45	-3	-3
Cc1cc(=O)n(CCO)c(O)c1C#N	-3	-1	0.2	-9	7	-0.5	0.33	-26	1
Cc1ccc(-c2nc3ccccc3c(=O)n2NC(=O)c2cccs2)cc1	-7	1	0.1	-8	6	0.6	0.12	2	-6
O=c1nc2ccccc2c2n1CC(CN1CCN(c3cccc(Cl)c3)CC1)N2 (stereo not drawn)	2	2	0.1	0	5	-1.0	-1.4	-8	2
CCS(=O)(=O)c1ccc2oc(SCC(=O)NCCc3ccccc3)nc2c1	-2	-15	0.0	17	-1	1.8	-0.55	-6	-1
O=C1CC(c2cccc(Cl)c2)CC(O)=C1C=Nc1cccc(Cl)c1 (stereo not drawn)	0	2	-0.8	-5	11	-12	-0.29	-20	-8
CC(=O)NCc1ccc(-c2nc3ccccc3s2)cc1	17	-14	0.0	-10	/	0.2	-1.5	10	-7
O=C(Nc1ccc2c(c1)OCO2)c1cnccn1	3	-5	2.7	9	4	-0.3	0.18	-15	3
CCC(C)NC(=O)N[C@@H](CCSC)C(=O)OC (stereo partly drawn)	-9	-9	-0.2	-1	0	1.1	/	-2	-8
COc1ccc(N(C(=O)COc2ccc(C)cc2)S(=O)(=O)c2ccc(C)cc2)cc1	3	4	0.8	7	15	18	-0.016	23	-1
COc1ccc(CC(=O)NCc2ccc3c(c2)cc(C)n3C)cc1	4	14	-0.7	-3	14	-1.0	/	35	17
CN1CCN(NC(=S)NC(C)(C)CC(C)(C)C)CC1	-8	18	-0.4	-4	4	1.6	0.68	-4	-12
COc1ccc(N2CCN(S(C)(=O)=O)CC2)cc1	-5	-2	0.5	-4	15	0.7	0.37	-10	3

High-throughput results deposited in PubChem BioAssay by several laboratories.
